From PubChem
P. falciparum M17LAP = P. falciparum M17LAP inhibitors, primary screen, biochemical, fluorogenic H-Leu-NHMec substrate, 1536-well (AID 1619); recombinant M17LAP, H-Leu-NHMec fluorogenic kinetic assay; higher % means a stronger effect; one-dose inhibition, % at 30 µM; IC50 in µM for titrated hits; 220,000 compounds, 0.38% hits;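 active = compound inhibiting the enzyme by more than half at any dose during confirmatory dose-response retesting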;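 note: plate controls were full reaction with DMSO carrier for no effect and no enzyme background for full effect; strong numbers were not always called active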
Insulin prom up = MIN6 insulin promoter up-regulation; MIN6 insulin promoter-GFP reporter, high-content imaging; active compounds read high; z-score at 5 µM; 190,000 compounds, 0.3% hits;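 active = z-score above 3 at 5 µM with at least 500 cells counted in the well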
CSM14.1 death rescue = rescue of cells from ER stress-induced death, primary screen, 384-well, CSM14.1, thapsigargin, ATP luminescence (AID 1222). CSM14.1 thapsigargin-induced death rescue, ATP luminescence; higher % means a stronger effect. one-dose cellular ATP content (survival), % at 20 µM; EC50 in µM for titrated hits. 190,000 tested, under 10 active;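 active = EC50 below 50 µM in the dose-response confirmation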;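 note: death triggered by thapsigargin at about 15 µM added after 2 h compound pretreatment; cell ATP read after overnight thapsigargin exposure of roughly 18 to 22 hours; normalized against plate controls of thapsigargin alone and 5% DMSO vehicle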
Dynein cargo inh = blocks dynein driven cargo transport along microtubules; 3617.4 mouse cells, GR-EGFP nuclear translocation imaging; test concentration mostly 20 µM; stimulated with dexamethasone, 1 µM; active compounds read low; z-score, hits read low; 220,000 compounds, 0.47% hits;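 active = plate z-score of nuclear minus cytoplasmic receptor signal below a set negative limit, without overly bright fluorescence or cell loss, cut at about -3.5 in these data, passing the limit was not always enough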;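 note: z-score of nuclear minus cytoplasmic ring GR-EGFP intensity difference per well; some compounds called inactive have numbers as strong as hits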
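medium = tetracycline-free induction medium containing charcoal-stripped FBS | also added = 1.0 µM final dexamethasone stimulus | schedule = 48 h induction, 1 h compound, 30 min dex at 37 °C | technique = fixed, Hoechst-stained cells imaged at 10x for EGFP | measure = GR-EGFP nuclear translocation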
M1AAP inhibition = P. falciparum M1AAP inhibitors, biochemical, fluorogenic H-Leu-NHMec substrate, 1536-well (AID 1445) | 220,000 compounds, 0.42% hits | recombinant M1AAP, H-Leu-NHMec fluorogenic kinetic assay; higher % means a stronger effect | inhibition, % at 30 µM, or IC50 in µM where a hit was titrated;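 active = primary inhibition above the hit cutoff, then over 50% inhibition at one or more dose response concentrations, cut at about 23% in these data, passing the limit was not always enough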;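 note: plate controls were DMSO full reaction for no effect and no enzyme background for full effect; strong numbers were not always called active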
Autophagy HCS = alters autophagy in cells; MEF GFP-LC3 puncta imaging; test concentration mostly 10 µM; calls only at 10 µM (by protocol); 190,000 compounds, 0.98% hits;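 active = percentage of spot-positive cells more than 3 SD above its plate mean, without a fluorescence outlier flag or 80% toxicity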;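 note: spot-positive cell cutoff set from DMSO-treated cells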
MT stabilizer = microtubule stabilizers in HeLa cells. 200,000 compounds, 0.83% hits. % tubulin-high responders, % at 10 µM. HeLa tubulin immunostaining HCS, 24 h; share of cells brighter than vehicle mean+2SD;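 active = plate Z-score above 3 for both tubulin-high and condensed-nucleus cell shares, with cell loss under 80%, at 10 µM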;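 note: anti alpha tubulin signal scored within the nucleus-defined area of each cell; some results filed as inactive read as strong as hits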
Lipid droplet = hepatic lipid droplet formation modulation; AML12 mouse hepatocytes, oleate lipid droplets, BODIPY imaging; inhibition, % at 6.5 µM; 240,000 compounds, 0.4% hits;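 active = lipid droplet intensity inhibited by at least 50%, with more than 500 cells counted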
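Test system: AML12 hepatocytes (mouse); reagent: oleate loading, 100 µM; dosing: one dose, 6.5 µM compound; incubation: overnight exposure; signal: fluorescence imaging, 20x objective, two fields per well; read-out basis: % inhibition of corrected integrated BODIPY droplet signal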
Yfh1-off respiration = enhancers of respiration in Yfh1-depleted yeast, dose response, Friedreich's ataxia, plus single-dose screen (AID 1465) | S. cerevisiae Yfh1-off respiration, WST-1 reduction, 72 h; higher fold induction means a stronger effect | one-dose fold induction at 50 µM; EC50 in µM for titrated hits | 220,000 compounds, 0.074% hits;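 active = fold induction of absorbance versus untreated yeast above a set limit, then at least 30% activation at any dose in follow-up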;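 note: activators that raise dye reduction in frataxin-depleted yeast; strong numbers were not always called active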
Dynein cargo inh cytoplasmic EGFP = also measured in Dynein cargo inh; calls as there; z-score; measured here: cytoplasmic GR-EGFP intensity; active compounds read high
Dynein cargo inh nuclear GR-EGFP = also measured in Dynein cargo inh; calls as there; z-score; measured here: nuclear GR-EGFP intensity;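 lower value marks the stronger effect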
Dynein cargo inh cell count = further read-out of Dynein cargo inh, marked with its call; z-score; measured here: cell count per field
Insulin prom up cell count = second read-out of Insulin prom up, no call of its own (marks repeat the call); cell count; measured here: cytotoxicity, nuclei count;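 total cells summed across four imaged fields per well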
Lipid droplet cells 6.5 µM = recorded beside Lipid droplet, whose call it bears; cell count; measured here: cell count, cytotoxicity flag;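 cells counted across two imaged fields per well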
MT stabilizer Hoechst-high % = also measured in MT stabilizer; calls as there; % Hoechst-high responders; measured here: nuclear condensation Hoechst responders;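 share of cells brighter than vehicle mean plus two SD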
MT stabilizer cytotoxicity % = recorded beside MT stabilizer, whose call it bears; toxicity, %; measured here: cytotoxicity by cell density;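 0% = mean cell density of plate MIN control wells and 100% = no cells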
Autophagy HCS cell loss 18 h = recorded beside Autophagy HCS, whose call it bears; toxicity, %; measured here: cell loss, nuclei count;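 cell loss after 18 h compound exposure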
Starred values were filed as active, the others as inactive.

How did O=c1c2nnn(-c3ccccc3)c2ncn1C/C=C/c1ccccc1 do in these assays?
P. falciparum M17LAP: -2%; Insulin prom up: -0.03; CSM14.1 death rescue: 1.4%; Dynein cargo inh: 0.16; M1AAP inhibition: 2%; Autophagy HCS: inactive; MT stabilizer: 1.8; Lipid droplet: -5; Yfh1-off respiration: inactive; Dynein cargo inh cytoplasmic EGFP: -0.27; Dynein cargo inh nuclear GR-EGFP: 0.43; Dynein cargo inh cell count: 0.3; Insulin prom up cell count: 1274; Lipid droplet cells 6.5 µM: 722; MT stabilizer Hoechst-high %: 1.7; MT stabilizer cytotoxicity %: 9.3; Autophagy HCS cell loss 18 h: -7

Results for CC(=O)c1ccc(NC(=O)C(C)N(C)CC(=O)Nc2ccc(Cl)cc2)cc1 (centres undefined) ?
P. falciparum M17LAP: 2%; Insulin prom up: -0.74; CSM14.1 death rescue: -1.4%; Dynein cargo inh: 0.97; M1AAP inhibition: 9%; Autophagy HCS: inactive; MT stabilizer: 1.6; Lipid droplet: -12; Yfh1-off respiration: inactive; Dynein cargo inh cytoplasmic EGFP: -0.27; Dynein cargo inh nuclear GR-EGFP: 0.032; Dynein cargo inh cell count: -1; Insulin prom up cell count: 1203; Lipid droplet cells 6.5 µM: 710; MT stabilizer Hoechst-high %: 2.1; MT stabilizer cytotoxicity %: 2.9; Autophagy HCS cell loss 18 h: 0

Results for CN(Cc1cnccn1)Cc1cn(Cc2ccccc2)nc1-c1ccc2c(c1)OCO2 ?
P. falciparum M17LAP: -5%; Insulin prom up: -0.98; CSM14.1 death rescue: 1.3%; Dynein cargo inh: 1.4; M1AAP inhibition: -2%; Autophagy HCS: inactive; MT stabilizer: 4.4; Lipid droplet: -7; Yfh1-off respiration: inactive; Dynein cargo inh cytoplasmic EGFP: -0.31; Dynein cargo inh nuclear GR-EGFP: 0.91; Dynein cargo inh cell count: -0.84; Insulin prom up cell count: 1338; Lipid droplet cells 6.5 µM: 721; MT stabilizer Hoechst-high %: 1.8; MT stabilizer cytotoxicity %: 7.3; Autophagy HCS cell loss 18 h: -2

What do the screens show for `COc1cccc(C(=O)N(Cc2cc3cc(C)ccc3[nH]c2=O)C(C)C)c1`?
P. falciparum M17LAP: 12%; Insulin prom up: -0.17; CSM14.1 death rescue: -1.6%; Dynein cargo inh: 0.64; M1AAP inhibition: 2%; Autophagy HCS: inactive; MT stabilizer: 3.6; Yfh1-off respiration: inactive; Dynein cargo inh cytoplasmic EGFP: 2.5; Dynein cargo inh nuclear GR-EGFP: 1.2; Dynein cargo inh cell count: -0.37; Insulin prom up cell count: 906; MT stabilizer Hoechst-high %: 2.8; MT stabilizer cytotoxicity %: 9.5; Autophagy HCS cell loss 18 h: 2

What do the screens show for `Cc1onc(-c2ccccc2)c1C(=O)NNC(=S)NC(=O)c1ccc(Cl)cc1Cl`?
P. falciparum M17LAP: 63%; Insulin prom up: 0.16; CSM14.1 death rescue: -0.5%; Dynein cargo inh: -0.29; M1AAP inhibition: -7%; Autophagy HCS: inactive; MT stabilizer: 2.1; Lipid droplet: 9; Yfh1-off respiration: inactive; Dynein cargo inh cytoplasmic EGFP: -0.24; Dynein cargo inh nuclear GR-EGFP: -0.19; Dynein cargo inh cell count: 1.9; Insulin prom up cell count: 1265; Lipid droplet cells 6.5 µM: 660; MT stabilizer Hoechst-high %: 2.2; MT stabilizer cytotoxicity %: 12; Autophagy HCS cell loss 18 h: -11

Results for CCN1C(=O)/C(=C2/C=Cc3ccccc3N2CC)SC1=S ?
P. falciparum M17LAP: -1%; Insulin prom up: 0.18; CSM14.1 death rescue: 1.3%; Dynein cargo inh: 1.4; M1AAP inhibition: 18%; Autophagy HCS: inactive; MT stabilizer: 9.4; Lipid droplet: 16; Yfh1-off respiration: inactive; Dynein cargo inh cytoplasmic EGFP: -0.19; Dynein cargo inh nuclear GR-EGFP: 0.75; Dynein cargo inh cell count: -1.2; Insulin prom up cell count: 1199; Lipid droplet cells 6.5 µM: 715; MT stabilizer Hoechst-high %: 1.6; MT stabilizer cytotoxicity %: 2.9; Autophagy HCS cell loss 18 h: 22

How did O=S(=O)(/N=C(/Nc1ccc(Cl)cc1Cl)c1ccccc1)c1cccs1 do in these assays?
P. falciparum M17LAP: 2%; Insulin prom up: 1; CSM14.1 death rescue: 0.3%; Dynein cargo inh: -0.1; M1AAP inhibition: 12%; Autophagy HCS: inactive; MT stabilizer: 4.5; Lipid droplet: 0; Yfh1-off respiration: inactive; Dynein cargo inh cytoplasmic EGFP: -0.3; Dynein cargo inh nuclear GR-EGFP: -0.25; Dynein cargo inh cell count: 0.68; Insulin prom up cell count: 1472; Lipid droplet cells 6.5 µM: 683; MT stabilizer Hoechst-high %: 1.5; MT stabilizer cytotoxicity %: 3.3; Autophagy HCS cell loss 18 h: -22

Results for C=CCn1c(C(C)NC(=O)CCC)nc2ccccc21 (centres undefined) ?
P. falciparum M17LAP: -1%; Insulin prom up: 0.51; CSM14.1 death rescue: 1.2%; Dynein cargo inh: 1.3; M1AAP inhibition: 1%; Autophagy HCS: inactive; MT stabilizer: 3.2; Lipid droplet: 6; Yfh1-off respiration: inactive; Dynein cargo inh cytoplasmic EGFP: -0.18; Dynein cargo inh nuclear GR-EGFP: 0.96; Dynein cargo inh cell count: -1.1; Insulin prom up cell count: 1042; Lipid droplet cells 6.5 µM: 721; MT stabilizer Hoechst-high %: 2.2; MT stabilizer cytotoxicity %: 4.8; Autophagy HCS cell loss 18 h: -1

What do the screens show for `CC(C)(C)c1[nH]nc2c1C(c1ccco1)C(C#N)=C(N)O2` (centres undefined)?
P. falciparum M17LAP: -2%; Insulin prom up: 0.39; CSM14.1 death rescue: 1.7%; Dynein cargo inh: 1.4; M1AAP inhibition: -1%; Autophagy HCS: inactive; MT stabilizer: 5.2; Lipid droplet: -13; Yfh1-off respiration: inactive; Dynein cargo inh cytoplasmic EGFP: -0.26; Dynein cargo inh nuclear GR-EGFP: 0.91; Dynein cargo inh cell count: -0.63; Insulin prom up cell count: 1282; Lipid droplet cells 6.5 µM: 645; MT stabilizer Hoechst-high %: 0.8; MT stabilizer cytotoxicity %: 1.6; Autophagy HCS cell loss 18 h: 22

How did O=C(NCCc1ccc(Cl)cc1)c1nnc(Cc2ccc(Cl)cc2)o1 do in these assays?
P. falciparum M17LAP: 5%; Insulin prom up: -0.14; CSM14.1 death rescue: -4.3%; Dynein cargo inh: -0.26; M1AAP inhibition: 3%; Autophagy HCS: inactive; MT stabilizer: 5.9; Lipid droplet: -28; Dynein cargo inh cytoplasmic EGFP: -0.25; Dynein cargo inh nuclear GR-EGFP: 0.53; Dynein cargo inh cell count: 0.74; Insulin prom up cell count: 1361; Lipid droplet cells 6.5 µM: 737; MT stabilizer Hoechst-high %: 2.4; MT stabilizer cytotoxicity %: 5.8; Autophagy HCS cell loss 18 h: 7

How did O=C(C1CCCN(Cc2cccnc2)C1)N1CCCCC1 (centres undefined) do in these assays?
P. falciparum M17LAP: 10%; Insulin prom up: 0.36; CSM14.1 death rescue: -1.1%; Dynein cargo inh: -0.31; M1AAP inhibition: 4%; Autophagy HCS: inactive; MT stabilizer: 3.6; Yfh1-off respiration: inactive; Dynein cargo inh cytoplasmic EGFP: -0.24; Dynein cargo inh nuclear GR-EGFP: 0.066; Dynein cargo inh cell count: 0.6; Insulin prom up cell count: 1302; MT stabilizer Hoechst-high %: 3.2; MT stabilizer cytotoxicity %: 8.3; Autophagy HCS cell loss 18 h: 4

What do the screens show for `CCCCNS(=O)(=O)c1ccc2nc(SCC(=O)c3ccccc3OC)[nH]c2c1`?
P. falciparum M17LAP: 2%; Insulin prom up: -0.27; CSM14.1 death rescue: -0.8%; Dynein cargo inh: -0.51; M1AAP inhibition: -2%; Autophagy HCS: inactive; MT stabilizer: 1.2; Yfh1-off respiration: inactive; Dynein cargo inh cytoplasmic EGFP: -0.22; Dynein cargo inh nuclear GR-EGFP: -0.12; Dynein cargo inh cell count: 0.42; Insulin prom up cell count: 1026; MT stabilizer Hoechst-high %: 1.4; MT stabilizer cytotoxicity %: 6.6; Autophagy HCS cell loss 18 h: -9

What do the screens show for `O=C(c1ccc(Cl)s1)N1CCN(c2ncccn2)CC1`?
P. falciparum M17LAP: 11%; Insulin prom up: -1; Dynein cargo inh: -0.59; M1AAP inhibition: 5%; Lipid droplet: -3; Yfh1-off respiration: inactive; Dynein cargo inh cytoplasmic EGFP: -0.79; Dynein cargo inh nuclear GR-EGFP: -0.14; Dynein cargo inh cell count: 0.44; Insulin prom up cell count: 1221; Lipid droplet cells 6.5 µM: 712

What do the screens show for `COc1ccc(C(=O)N[C@H](C(=O)NCc2cccs2)C(C)C)cc1`?
P. falciparum M17LAP: -3%; Insulin prom up: -0.07; CSM14.1 death rescue: -0.3%; Dynein cargo inh: 1.8; M1AAP inhibition: -5%; Autophagy HCS: inactive; MT stabilizer: 5.7; Lipid droplet: -17; Yfh1-off respiration: inactive; Dynein cargo inh cytoplasmic EGFP: 0.065; Dynein cargo inh nuclear GR-EGFP: 1.1; Dynein cargo inh cell count: -1.3; Insulin prom up cell count: 1198; Lipid droplet cells 6.5 µM: 634; MT stabilizer Hoechst-high %: 2.6; MT stabilizer cytotoxicity %: 6.7; Autophagy HCS cell loss 18 h: 3
